Lmaj promast: reduces viability of Leishmania major promastigotes. resazurin fluorescence viability. hit rate 9% among 200,000. inhibition, % at 10 µM; in the data active = inhibition above about 50%;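 note: promastigotes grown with compound for 44 hours at 28 °C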
bIAP activator: increases bovine intestinal alkaline phosphatase activity; activation factor at 20 µM; hit rate 0.17% among 200,000; purified bovine IAP, CDP-star luminescence, 30 min; hits give high values; fold of DMSO-control signal, blank-subtracted;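 active = activation factor of 2 or more at 20 µM, a signal rise over negative controls twice the positive control's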
Diaphorase act: activates diaphorase or chemically reduces, flagging diaphorase assay artifacts. Diaphorase/resazurin coupled assay, resorufin fluorescence, 16 min; hits give high values; 1 = vehicle wells, 0 = NADH-free wells. activation factor at 20 µM. hit rate 0.005% among 190,000. AID 1229;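 active = diaphorase activity raised at least twofold by the compound at 20 µM; inactive = activation factor below 2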
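Material: Clostridium kluyveri diaphorase, purified enzyme; Quantity: enzyme 0.07 U/mL final; Medium: HEPES pH 7.4 buffer with MgCl2 and Tween 20; Dosing: single compound dose of 20 µM, 1% DMSO final; Schedule: 16 min reaction at room temperature; Measured by: red resorufin fluorescence at 544/590 nm excitation/emission.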
TNAP inh noacc: blocks human TNAP activity with no phosphate acceptor present; P05186; purified TNAP, CDP-star luminescence, 30 min; inhibition, % at 20 µM; hit rate 0.26% among 200,000;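 active = tissue-nonspecific alkaline phosphatase inhibition above about 50% at 20 µM in the single-dose screen, limit read from the data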;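 note: 0% = DMSO negative control and 100% = EDTA positive control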
Target sequence (P05186 whole entry, looked up): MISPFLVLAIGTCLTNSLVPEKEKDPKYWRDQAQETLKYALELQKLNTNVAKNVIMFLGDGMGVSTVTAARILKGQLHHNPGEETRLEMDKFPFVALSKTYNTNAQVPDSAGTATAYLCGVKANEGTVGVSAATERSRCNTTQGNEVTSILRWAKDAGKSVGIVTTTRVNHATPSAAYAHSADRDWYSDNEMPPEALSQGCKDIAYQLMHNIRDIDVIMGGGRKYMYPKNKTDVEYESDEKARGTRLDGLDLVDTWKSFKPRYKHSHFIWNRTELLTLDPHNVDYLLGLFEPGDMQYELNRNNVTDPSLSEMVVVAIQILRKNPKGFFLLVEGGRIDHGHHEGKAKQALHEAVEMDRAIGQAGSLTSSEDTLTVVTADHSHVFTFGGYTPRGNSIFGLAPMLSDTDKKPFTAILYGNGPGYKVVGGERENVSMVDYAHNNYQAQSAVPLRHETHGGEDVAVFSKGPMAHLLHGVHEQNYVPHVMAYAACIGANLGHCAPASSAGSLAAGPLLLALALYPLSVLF
PMI act satM6P: PMI (human) activation, high substrate; hit rate 0.34% among 190,000; coupled PMI enzyme assay, resazurin fluorescence, 20 min; hits give high values; 1 = untreated enzyme, 0 = substrate-free blank; activation factor at 20 µM; P34949; AID 1216;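 active = activation factor of 2 or more at 20 µM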
Target sequence (P34949 whole entry, looked up): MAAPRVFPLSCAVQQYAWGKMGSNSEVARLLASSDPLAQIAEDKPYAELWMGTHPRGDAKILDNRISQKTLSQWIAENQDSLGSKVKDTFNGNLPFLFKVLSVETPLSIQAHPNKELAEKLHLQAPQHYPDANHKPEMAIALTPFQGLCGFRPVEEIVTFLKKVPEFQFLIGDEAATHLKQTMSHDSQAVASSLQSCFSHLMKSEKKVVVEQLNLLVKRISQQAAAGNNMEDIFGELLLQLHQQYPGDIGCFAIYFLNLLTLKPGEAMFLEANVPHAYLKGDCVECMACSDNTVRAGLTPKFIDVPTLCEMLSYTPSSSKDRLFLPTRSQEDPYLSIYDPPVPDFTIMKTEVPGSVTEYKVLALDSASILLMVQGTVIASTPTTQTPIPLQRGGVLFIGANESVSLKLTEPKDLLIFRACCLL
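Test system: human phosphomannose isomerase with PGI, G6PDH, diaphorase coupling enzymes / Doses: 20 µM compound, 1% DMSO / Times: enzyme reaction with compound 20 min at room temperature / Measured by: Diaphorase-driven resazurin-to-resorufin fluorescence, excitation 544, emission 590 nm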
Diaph inh CS: inhibits diaphorase or chemically oxidizes, flagging diaphorase assay artifacts; diaphorase resazurin-to-resorufin fluorescence, NADH, 16 min; bacterial (C. kluyveri) enzyme, not human; inhibition, % at 20 µM; hit rate 0.69% among 190,000; AID 1217;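 active = primary screen inhibition at 20 µM above a set limit, cut at about 50% in these data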;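 note: plate controls were DMSO with full reaction for no effect and wells lacking NADH for full effect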
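Test system: diaphorase enzyme from Clostridium kluyveri; amount: diaphorase at 0.14 U/mL in enzyme working solution; detection: fluorescence of resorufin formed from resazurin, Ex 544/Em 590 nm; times: reaction incubation of 16 min at room temperature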
bIAP inh: intestinal alkaline phosphatase (bovine) inhibition; inhibition, % at 20 µM; 190,000 tested, under 10 active; purified bovine IAP, CDP-star luminescence, 30 min; AID 1019;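 active = over 50% inhibition of intestinal alkaline phosphatase at 20 µM in the single-dose screen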
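Assay system – bovine IAP enzyme · Quantity – bovine IAP at 1/65,000,000 final dilution · Detection – CDP-star luminescence signal · Times – 30 min reaction at room temperature · Also added – CDP-star substrate at 30 µM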
PMI activator: phosphomannose isomerase (human) activation; P34949; purified human PMI, coupled resazurin fluorescence, 20 min; hits give high values; 1 = vehicle control, 0 substrate-free wells; activation factor at 20 µM; hit rate 0.005% among 190,000;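 active = activation factor of 2 or more at 20 µM, relative to plate controls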
TNAP act hiacc: increases human TNAP activity under high phosphate acceptor concentration | activation factor at 20 µM | 200,000 tested, under 10 active | P05186 | purified TNAP, CDP-star luminescence, 1 M DEA, 30 min; hits give high values; 0 = EDTA background, 1 = DMSO-only activity;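 active = activation factor at least 2 at 20 µM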
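Test system – human TNAP · Doses – 20 µM single point · Incubation – 30 min, room temperature · Signal – luminescent substrate turnover signal · Read-out basis – activation factor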
TNAP inh hiacc: blocks human TNAP under high phosphate acceptor concentration | inhibition, % at 20 µM | P05186 | purified TNAP, CDP-star luminescence, 1 M DEA | hit rate 0.03% among 200,000;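 active = over 50% inhibition of tissue-nonspecific alkaline phosphatase at 20 µM in the single-dose screen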;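 note: plate controls were DMSO wells for no effect and EDTA-quenched wells as full inhibition for full effect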
An asterisk follows results filed as active.

How did CC(=O)NC1=NN(C(C)=O)C(C)(CS(=O)(=O)c2ccc(C)c(C)c2)S1 (configuration not stated) do in these assays?
Lmaj promast: 0.5; bIAP activator: 0.9; Diaphorase act: 0.9; TNAP inh noacc: -6.7; PMI act satM6P: 1.1; Diaph inh CS: 8.5; bIAP inh: 14.4; PMI activator: 1; TNAP act hiacc: 1.1; TNAP inh hiacc: -5.3

How did O=C(NCc1ccco1)c1cc(S(=O)(=O)N2CCOCC2)ccc1Cl do in these assays?
Lmaj promast: -2.4; bIAP activator: 0.9; Diaphorase act: 1; TNAP inh noacc: -14.0; PMI act satM6P: 1; Diaph inh CS: 2.7; bIAP inh: 7.9; PMI activator: 1; TNAP act hiacc: 1.1; TNAP inh hiacc: -5.6

Results for CC(=O)N(C)c1nc(-c2ccc(Cl)cc2)cs1 ?
Lmaj promast: -5.4; bIAP activator: 1; Diaphorase act: 0.9; TNAP inh noacc: -8.3; PMI act satM6P: 1; Diaph inh CS: 6.9; bIAP inh: 4.4; PMI activator: 1; TNAP act hiacc: 1; TNAP inh hiacc: -3.8

What do the screens show for `COCCCn1c(=N)c(C(=O)NC2CCCCC2)cc2c(=O)n3ccccc3nc21`?
Lmaj promast: 21.2; bIAP activator: 0.9; Diaphorase act: 1; TNAP inh noacc: -3.7; PMI act satM6P: 1; Diaph inh CS: 2.4; bIAP inh: 5.5; PMI activator: 1.1; TNAP act hiacc: 1.1; TNAP inh hiacc: -5.5

Results for COCCn1c(C)cc(/C=N/NC(=O)c2cccnc2)c1C ?
Lmaj promast: -4.3; bIAP activator: 1.1; Diaphorase act: 1; TNAP inh noacc: -11.6; PMI act satM6P: 0.9; Diaph inh CS: 2.9; bIAP inh: -13.3; PMI activator: 1; TNAP act hiacc: 1.1; TNAP inh hiacc: -6.2

How did O=C(NCc1ccccc1)c1ccc(COCC(F)(F)F)o1 do in these assays?
Lmaj promast: -5.1; bIAP activator: 0.8; Diaphorase act: 0.8; TNAP inh noacc: -13.3; PMI act satM6P: 0.9; Diaph inh CS: 20.7; bIAP inh: 19.3; PMI activator: 0.9; TNAP act hiacc: 1; TNAP inh hiacc: -3.5

What do the screens show for `COc1ccc([N+](=O)[O-])cc1N(CC(=O)N1CCCCC1)S(C)(=O)=O`?
Lmaj promast: -3.3; bIAP activator: 1; Diaphorase act: 1; TNAP inh noacc: -6.2; PMI act satM6P: 1.1; Diaph inh CS: 3.4; bIAP inh: -2.9; PMI activator: 1; TNAP act hiacc: 1.1; TNAP inh hiacc: -7.3

How did NC(=O)NCCC1=CCCCC1 do in these assays?
Lmaj promast: -4.0; bIAP activator: 1; Diaphorase act: 1; TNAP inh noacc: 0.8; PMI act satM6P: 1.1; Diaph inh CS: 4.5; bIAP inh: 2.3; PMI activator: 1; TNAP act hiacc: 1; TNAP inh hiacc: -3.7

What do the screens show for `Cc1cc2nc(C3CCN(CC4COc5ccccc5O4)CC3)[nH]c2cc1C` (configuration not stated)?
Lmaj promast: 90.7*; bIAP activator: 4.5*; Diaphorase act: 0.9; TNAP inh noacc: -20.9; PMI act satM6P: 0.8; Diaph inh CS: 7.3; bIAP inh: -349.9; PMI activator: 0.9; TNAP act hiacc: 1; TNAP inh hiacc: -0.5

How did COc1cc2c(cc1OC)CN(C(=S)NC(=O)c1ccccc1)CC2 do in these assays?
Lmaj promast: 0.4; bIAP activator: 0.9; Diaphorase act: 0.8; TNAP inh noacc: -11.1; PMI act satM6P: 1; Diaph inh CS: 20.7; bIAP inh: 12.2; PMI activator: 1; TNAP act hiacc: 1.1; TNAP inh hiacc: -7.1

How did Cc1cc(C)c[n+](-c2nc([O-])sc2C=O)c1 do in these assays?
Lmaj promast: -4.8; bIAP activator: 1; Diaphorase act: 0.9; TNAP inh noacc: -7.6; PMI act satM6P: 1; Diaph inh CS: 5.3; bIAP inh: 3.8; PMI activator: 1; TNAP act hiacc: 1; TNAP inh hiacc: 1.3

Results for CCOc1ccccc1C(=O)NN1C(=O)CCC1=O ?
Lmaj promast: -2.6; bIAP activator: 0.9; Diaphorase act: 0.9; TNAP inh noacc: -3.1; PMI act satM6P: 1; Diaph inh CS: 5.4; bIAP inh: 7.1; PMI activator: 1; TNAP act hiacc: 1; TNAP inh hiacc: 0.7

What do the screens show for `COCCN1C(=O)C(=O)/C(=C(/O)c2ccc(OC(C)C)cc2)C1c1cccnc1` (configuration not stated)?
Lmaj promast: -12.1; bIAP activator: 0.9; Diaphorase act: 0.9; TNAP inh noacc: -16.9; PMI act satM6P: 1; Diaph inh CS: 14.3; bIAP inh: 11.0; PMI activator: 1; TNAP act hiacc: 1.1; TNAP inh hiacc: -7.2

What do the screens show for `O=CN1CCN(C(=O)c2ccc([N+](=O)[O-])cc2)CC1`?
Lmaj promast: -7.1; bIAP activator: 0.9; Diaphorase act: 0.8; TNAP inh noacc: -18.6; PMI act satM6P: 1; Diaph inh CS: 16.7; bIAP inh: 10.5; PMI activator: 0.9; TNAP act hiacc: 1; TNAP inh hiacc: -4.3

How did O=C1OC(/C=C/c2ccc(Cl)cc2)=NC/1=C/c1ccco1 do in these assays?
Lmaj promast: -9.2; bIAP activator: 0.8; Diaphorase act: 0.9; TNAP inh noacc: -11.8; PMI act satM6P: 1.1; Diaph inh CS: 12.5; bIAP inh: 24.5; PMI activator: 1; TNAP act hiacc: 1; TNAP inh hiacc: -1.1

How did C=CCNC(=S)NNC(=O)c1ccncc1 do in these assays?
Lmaj promast: -6.6; bIAP activator: 1.5; Diaphorase act: 1.1; TNAP inh noacc: -63.2; PMI act satM6P: 1.1; Diaph inh CS: -9.2; bIAP inh: -48.2; PMI activator: 1.1; TNAP act hiacc: 1; TNAP inh hiacc: -3.9

Results for CCC(=NCCN1CCNCC1)C1=C(O)CC(C)(C)CC1=O ?
Lmaj promast: -4.9; bIAP activator: 1; Diaphorase act: 1; TNAP inh noacc: -6.6; PMI act satM6P: 1.1; Diaph inh CS: -4.7; bIAP inh: 0.1; PMI activator: 1; TNAP act hiacc: 1; TNAP inh hiacc: 0.7

Results for Cc1ccc(N2C(=O)C(CC(=O)Nc3cccc(F)c3)N(CCc3ccncc3)C2=O)cc1 (configuration not stated) ?
Lmaj promast: 1.2; bIAP activator: 1.2; Diaphorase act: 0.9; TNAP inh noacc: -13.2; PMI act satM6P: 0.8; Diaph inh CS: 13.8; bIAP inh: -23.8; PMI activator: 0.9; TNAP act hiacc: 1; TNAP inh hiacc: -4.1

Results for CC(C)C(=O)N1CCN(c2ccccc2NC(=O)c2ccc(C#N)cc2F)CC1 ?
Lmaj promast: -1.5; bIAP activator: 1.1; Diaphorase act: 0.9; TNAP inh noacc: -2.8; PMI act satM6P: 1.1; Diaph inh CS: 8.8; bIAP inh: -8.0; PMI activator: 1.2; TNAP act hiacc: 1; TNAP inh hiacc: -4.5

What do the screens show for `N#Cc1nc(-c2ccccc2F)oc1N1CCCC1`?
Lmaj promast: 0.0; bIAP activator: 0.9; Diaphorase act: 0.9; TNAP inh noacc: -2.7; PMI act satM6P: 0.9; Diaph inh CS: 8.5; bIAP inh: 11.7; PMI activator: 0.9; TNAP act hiacc: 1; TNAP inh hiacc: 0.2

What do the screens show for `CN(CC(=O)c1c(N)n(C)c(=O)n(C)c1=O)c1ccccc1`?
Lmaj promast: -4.5; bIAP activator: 1; Diaphorase act: 1; TNAP inh noacc: -3.8; PMI act satM6P: 1.1; Diaph inh CS: 1.8; bIAP inh: -0.2; PMI activator: 1.3; TNAP act hiacc: 1; TNAP inh hiacc: -2.2

Results for COC(=O)Cn1cc(/C=C(/C#N)C(=O)N2CCOCC2)c2ccccc21 ?
Lmaj promast: -4.2; bIAP activator: 0.9; Diaphorase act: 0.9; TNAP inh noacc: -0.9; PMI act satM6P: 0.9; Diaph inh CS: 7.9; bIAP inh: 8.9; PMI activator: 0.9; TNAP act hiacc: 1; TNAP inh hiacc: 0.7

What do the screens show for `COc1ccc(NC(=O)c2cc3c(=O)n4ccccc4nc3n2C)cc1OC`?
Lmaj promast: -0.2; bIAP activator: 1; Diaphorase act: 1; TNAP inh noacc: -10.7; PMI act satM6P: 1; Diaph inh CS: -1.0; bIAP inh: -1.4; PMI activator: 1; TNAP act hiacc: 1; TNAP inh hiacc: -3.9

Results for O=c1c2ccccc2nnn1Cc1ccc(F)cc1 ?
Lmaj promast: -1.0; bIAP activator: 0.8; Diaphorase act: 1.1; TNAP inh noacc: -8.9; PMI act satM6P: 1.1; Diaph inh CS: -9.4; bIAP inh: 18.3; PMI activator: 1.1; TNAP act hiacc: 1; TNAP inh hiacc: -3.5

What do the screens show for `CCCc1[nH]nc2c1C(c1cccc(OC(=O)c3ccco3)c1)C(C#N)=C(N)O2` (configuration not stated)?
Lmaj promast: 8.5; bIAP activator: 1; Diaphorase act: 0.8; TNAP inh noacc: 0.0; PMI act satM6P: 0.8; Diaph inh CS: 22.3; bIAP inh: -4.8; PMI activator: 0.8; TNAP act hiacc: 1; TNAP inh hiacc: -0.5

What do the screens show for `O=C(c1ccc(Br)o1)N1CCN(C/C=C/c2ccccc2)CC1`?
Lmaj promast: 4.5; bIAP activator: 1; Diaphorase act: 0.9; TNAP inh noacc: -5.5; PMI act satM6P: 0.9; Diaph inh CS: 9.1; bIAP inh: 2.2; PMI activator: 0.9; TNAP act hiacc: 1; TNAP inh hiacc: -2.5

What do the screens show for `CC1CCN(CC(=O)Nc2ccccc2C#N)CC1`?
Lmaj promast: -3.5; bIAP activator: 1; Diaphorase act: 0.8; TNAP inh noacc: -14.3; PMI act satM6P: 1; Diaph inh CS: 21.0; bIAP inh: -4.5; PMI activator: 1; TNAP act hiacc: 1.1; TNAP inh hiacc: -5.4

Bioassay records from PubChem BioAssay.
